RAD54 inh = RAD54 (human) branch migration inhibition | Q92698 | RAD54 Holliday junction branch migration, FAM/BHQ fluorescence | inhibition, % at 10.4 µM | hit rate 0.14% among 360,000;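 active means mean normalized replicate activity at least 40 and at least half of replicates scoring 40 or more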;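 further: 0% = median of neutral control wells and 100% = median of positive control wells; inhibitors cause a drop in the FAM fluorescence signal; in these data hits start at about 50%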
RAD52 inh = inhibitors of human RAD52 DNA annealing; P43351; recombinant RAD52 DNA annealing, FRET fluorescence; inhibition, % at 18.7 µM; hit rate 0.46% among 360,000; AID 651710;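 active means every replicate showing at least 50% inhibition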
Target sequence (P43351 whole entry, looked up): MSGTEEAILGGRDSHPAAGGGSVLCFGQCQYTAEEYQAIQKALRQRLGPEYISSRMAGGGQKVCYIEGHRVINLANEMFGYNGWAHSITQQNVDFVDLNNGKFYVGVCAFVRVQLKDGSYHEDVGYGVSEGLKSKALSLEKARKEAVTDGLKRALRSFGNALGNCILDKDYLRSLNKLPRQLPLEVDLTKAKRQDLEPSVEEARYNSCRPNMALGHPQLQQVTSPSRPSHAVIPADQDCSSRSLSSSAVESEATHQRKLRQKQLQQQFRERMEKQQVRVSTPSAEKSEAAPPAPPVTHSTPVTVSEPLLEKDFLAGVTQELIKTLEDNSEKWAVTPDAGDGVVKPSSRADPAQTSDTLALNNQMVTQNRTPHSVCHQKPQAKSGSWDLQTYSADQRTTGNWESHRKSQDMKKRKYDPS
XiGFP reactiv = X-chromosome reactivation activator. XiGFP mouse fibroblasts, % GFP-positive cells imaging, 3 d; cells co-treated with 5-aza-dC sensitizer; scaled so ellipticine positive control = 100%. activation, % at 7.58 µM. hit rate 0.055% among 360,000. AID 743238;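 active means mean normalized replicate activation at least 10% and every replicate at or above 10%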;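 further: 0% = median of on-plate neutral control wells and 100% = ellipticine 6 µM median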
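assay system = SV40-immortalized XiGFP fibroblast cells, line 68-5-11 | buffer or medium = DMEM plus 5-aza-dC sensitizer | doses = single-point pinned compound dosing | times = 3-day compound exposure, then 15 min fixation at room temperature | benchmarks = positive control ellipticine, 6 µM final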
S100A4 inh HTS = blocks human S100A4 binding to myosin IIA peptide | S100A4/TAMRA-MyoIIA peptide fluorescence polarization | hit rate 0.14% among 360,000 | AID 652163 | P26447 | inhibition, % at 10.7 µM;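 active means mean inhibition of at least 70% across replicates, with every replicate also reaching that level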
Target sequence (P26447 whole entry, looked up): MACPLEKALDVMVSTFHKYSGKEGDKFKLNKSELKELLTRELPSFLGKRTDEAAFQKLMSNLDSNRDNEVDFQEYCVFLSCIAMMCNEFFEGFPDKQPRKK
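Material: human S100A4 monomer with TAMRA-labelled myosin IIA peptide; buffer or medium: HEPES pH 7.2 with CaCl2, KCl, NaCl, DTT, Triton; compound dosing: one concentration per compound; schedule: 5 min incubation before reading; benchmarks: neutral control DMSO, positive control TFP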
ERp5 block = blocks human ERp5 reductase activity on insulin; Q15084; ERp5 insulin aggregation, absorbance 650 nm, 90 min; inhibition, % at 9.99 µM; hit rate 0.05% among 350,000; AID 651711;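 active means mean replicate inhibition above about 25%, with every replicate also reaching it, limit read from the data, passing the limit was not always enough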
Target sequence (Q15084 whole entry, looked up): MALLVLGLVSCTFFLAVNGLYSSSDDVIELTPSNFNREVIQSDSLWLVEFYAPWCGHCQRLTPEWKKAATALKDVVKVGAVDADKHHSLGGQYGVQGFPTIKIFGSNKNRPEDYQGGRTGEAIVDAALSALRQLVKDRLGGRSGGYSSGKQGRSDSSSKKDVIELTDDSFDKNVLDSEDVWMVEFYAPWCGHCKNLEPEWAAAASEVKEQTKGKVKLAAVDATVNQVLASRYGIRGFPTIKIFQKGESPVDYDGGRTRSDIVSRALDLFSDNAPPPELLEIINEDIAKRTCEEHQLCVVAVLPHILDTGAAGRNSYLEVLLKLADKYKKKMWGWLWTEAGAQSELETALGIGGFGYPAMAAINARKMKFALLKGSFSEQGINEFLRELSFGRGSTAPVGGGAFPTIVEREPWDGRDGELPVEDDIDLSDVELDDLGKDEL
ERAP1 inh = ERAP1 (human) enzyme inhibition; recombinant ERAP1, Leu-AMC fluorescence, 60 min; inhibition, % at 10.7 µM; hit rate 0.15% among 340,000;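 active means mean replicate inhibition of at least 30%, or all replicates individually reaching that 30% level; inactive means mean below 30% and not every replicate reaching it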;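 further: 0% = neutral control wells and 100% = L-leucinethiol positive control wells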
esBAF inh = SWI/SNF esBAF complex inhibition. mouse ES cells, Bmi1-luciferase knock-in reporter, 24 h; 100% = twice the neutral-well signal. AID 602393. reporter increase, % at 12.5 µM. hit rate 2% among 350,000; in the data active means activation above about 40%;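 further: 0% = median of the plate's neutral control wells and 100% = double that signal; a rise in the Bmi1 reporter signal indicates esBAF inhibition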
E-selectin induc = E-selectin induction on HUVECs. P16581. HUVEC E-selectin immunofluorescence imaging; normalized: neutral wells 0, TNF-alpha wells 100. activation, % at 7.58 µM. hit rate 0.37% among 260,000;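 active means mean E-selectin-positive cell signal at least 10% of the positive control, reached in at least 60% of replicates, without over 20% cell loss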;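 further: in these data hits start at about 27%; measured in HUVEC primary endothelial cells; signal is the percent of cells scored E-selectin positive by PE staining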
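Test system – human umbilical vein endothelial cells (HUVEC), E-selectin induction · Input – 3,000 HUVEC seeded per well · Buffer or medium – EGM-2, gelatin · Compound dosing – single-point compound dose · Detection – immunofluorescence imaging · Measure – percent E-selectin-positive cells · Controls – TNF-alpha high, DMSO low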
The depositor's hits bear a star; i = inactive; nt = not tested or not shown; & = joins results of further samples.

SMILES	RAD54 inh	RAD52 inh	XiGFP reactiv	S100A4 inh HTS	ERp5 block	ERAP1 inh	esBAF inh	E-selectin induc
C(=NN1CCCCCC1)c1ccc2c(c1)OCO2	nt	-11	0.0	-9	1	-1	19	nt
O=C(Nc1nc2ccc(Cl)cc2s1)[C@@H]1CCCN1C(=O)c1cccs1	nt	-37	0.0	7	5	-2	nt	nt
COc1ccc(S(=O)(=O)N(C)C[C@H]2OCCCC[C@@H](C)Oc3ccc(NC(=O)Nc4ccc(F)cc4)cc3C(=O)N([C@@H](C)CO)C[C@@H]2C)cc1	12	-8	0.1	-25	-3	2	0	0.5
Nc1cccc2[nH]c(C(F)(F)F)nc12	nt	-43	0.0	-6	-4	6	nt	17
CC(C)OC(=O)N(C)C[C@H]1OCc2cnnn2CCCC(=O)N([C@@H](C)CO)C[C@@H]1C	2	2	0.0	-3	-1	1	3	-0.2
O=C(CN1CCOCC1)N1CCCCN2[C@H](CO)[C@H](c3ccc(/C=C/c4ccccc4)cc3)[C@@H]2C1	-13	30	0.3	-31	0	5	4	0.0
O=C(NCc1ccc2c(c1)OCO2)[C@H]1[C@H](CO)[C@H]2Cn3c(cccc3=O)[C@@H]1N2Cc1ccccc1	0	1	0.0	-9	3	0	-5	0.5
Cc1ccc(Sc2c(O)c3ccccc3n(C)c2=O)cc1	nt	-14	0.5	0	0	-3	-6	0.2
CCC(Oc1ccccc1)C(=O)N1CCN(C(=O)C(CC)Oc2ccccc2)CC1 (configuration not stated)	-8	-10	nt	-5	1	1	0	nt
O=C(NCCc1c[nH]c2ccccc12)C(=O)NCC(c1cccnc1)N1CCN(c2ccccc2)CC1 (configuration not stated)	1	-13	-0.3	0	-5	0	-3	-0.1
O=C(CSc1nc(-c2ccccc2)ns1)NCC1CCCO1 (configuration not stated)	3	-14	0.2	3	-4	-1	13	-0.1
COc1ccccc1CNC(=O)C(C)n1cccc1C(=O)c1ccccc1 (configuration not stated)	-15	-22	0.0	-8	-7	2	-11	nt
COc1ccc(-c2ccc3c(c2)[C@@H]2[C@@H](CCN2C(=O)C2CCOCC2)[C@@H](CO)N3C)cc1	15	nt	0.0	nt	nt	nt	-4	2.9
O=C(NCc1ccccc1)C1=C[C@H](C2CCCCC2)C[C@H](OCc2ccc(CO)cc2)O1	9	-5	0.0	5	2	-1	2	0.0
COc1ccc(NC(=O)c2sc(NC(=O)C3CC3)nc2C)cc1	0	-4	0.1	0	1	6	-8	0.5
Cc1nc2ccccc2c(=O)n1N(c1ccccc1)c1ccccc1	-2	-17	0.1	0	2	1	2	nt
O=C(NCCCc1ccncc1)C1CCC(=O)N(Cc2cccc(C(F)(F)F)c2)C1 (configuration not stated)	-4	0	-0.2	-7	2	-4	-3	-0.2
Cn1nc(C(C)(C)C)cc1C(=O)N1CCCC(C)(C(=O)NS(=O)(=O)C2CC2)C1 (configuration not stated)	12	1	0.0	15	4	11	0	-0.1
O=S(=O)(NCc1nnc2c(C(F)(F)F)cc(Cl)cn12)c1ccccc1	5	-9	0.1	-1	9	3	-1	nt
COc1cccc(NC(=O)C[C@@H]2CC[C@H]3[C@H](COc4ccc(NC(=O)C5CCCCC5)cc4C(=O)N3C)O2)c1	-3	-28	0.2	-8	0	-3	2	0.1
Cc1nn2c(nc1=O)NNC2(C)C(C)(C)C (configuration not stated)	nt	-6	-0.1	-2	4	-2	nt	3.3
CN(CC(=O)NCc1ccc(Cl)cc1)S(=O)(=O)c1cccs1	4	-13	0.4	-2	2	3	3	0.3
Cc1ccc2c(c1)c1nc3ccccc3nc1n2C	16	-127	0.1	6	6	0	39	0.5
CC(C)NC(=O)Nc1ccc2c(c1)C(=O)N([C@@H](C)CO)C[C@@H](C)[C@@H](CN(C)C(=O)Nc1ccc3c(c1)OCO3)OCCCC[C@@H](C)O2	3	-6	0.0	-2	-5	2	3	nt
CCC(=O)N(C)C[C@H]1Oc2cc(C#C[C@@H](C)O)ccc2S(=O)(=O)N([C@H](C)CO)C[C@H]1C	-2	-2	0.0	20	-3	1	-1	-0.1

Already shown: an excerpt of the list.
SMILES	RAD54 inh	RAD52 inh	XiGFP reactiv	S100A4 inh HTS	ERp5 block	ERAP1 inh	esBAF inh	E-selectin induc
COc1cccc(NC(=O)C[C@@H]2CC[C@H]3[C@H](COc4ccc(NC(=O)C5CCCCC5)cc4C(=O)N3C)O2)c1	-3	-28	0.2	-8	0	-3	2	0.1
Cc1nn2c(nc1=O)NNC2(C)C(C)(C)C (configuration not stated)	nt	-6	-0.1	-2	4	-2	nt	3.3
CN(CC(=O)NCc1ccc(Cl)cc1)S(=O)(=O)c1cccs1	4	-13	0.4	-2	2	3	3	0.3
Cc1ccc2c(c1)c1nc3ccccc3nc1n2C	16	-127	0.1	6	6	0	39	0.5
CC(C)NC(=O)Nc1ccc2c(c1)C(=O)N([C@@H](C)CO)C[C@@H](C)[C@@H](CN(C)C(=O)Nc1ccc3c(c1)OCO3)OCCCC[C@@H](C)O2	3	-6	0.0	-2	-5	2	3	nt
CCC(=O)N(C)C[C@H]1Oc2cc(C#C[C@@H](C)O)ccc2S(=O)(=O)N([C@H](C)CO)C[C@H]1C	-2	-2	0.0	20	-3	1	-1	-0.1

(further entries)
SMILES	RAD54 inh	RAD52 inh	XiGFP reactiv	S100A4 inh HTS	ERp5 block	ERAP1 inh	esBAF inh	E-selectin induc
CCn1c(COc2ccccc2)nnc1SCC(=O)NC1CC1	-22	-1	0.0	2	1	1	1	-0.1
CC(=O)Nc1cc(NC(C)=O)cc(C(=O)OCC(=O)N(c2ccccc2)C2CCS(=O)(=O)C2)c1 (configuration not stated)	-9	-5	0.3	0	-11	1	3	-0.6
Cc1noc(C)c1C(=O)N(C)C[C@H]1OCc2ccccc2-c2ccccc2C(=O)N([C@@H](C)CO)C[C@@H]1C	5	-1	1.0	2	0	1	1	0.1
C[C@@H]1CN([C@H](C)CO)S(=O)(=O)c2ccc(Br)cc2O[C@H]1CN(C)Cc1cncnc1	7	18	0.0	8	0	-2	2	0.0
C[C@H]1CN([C@@H](C)CO)C(=O)c2cc(C#CC3CC3)cnc2O[C@H]1CN(C)S(C)(=O)=O	-2	11	1.5	7	-2	1	-7	-0.3
CC(=O)C1=C(O)C(=O)N(Cc2ccco2)C1c1ccc2c(c1)OCO2 (configuration not stated)	-8	-8	nt	8	1	2	-6	nt
O=C(CN1C(=O)CC(c2ccccc2)S(=O)(=O)c2ccccc21)NC1CCCC1 (configuration not stated)	5	-7	0.1	6	-5	0	nt	2.3
CN1CCN(C(=O)C[C@@H]2CC[C@H](NC(=O)Nc3ccccc3F)[C@@H](CO)O2)CC1	4	-9	0.4	11	-6	-1	-6	0.1
O=C(Cn1cc([N+](=O)[O-])cn1)NCCc1nc2ccccc2[nH]1	nt	-3	0.0	14	-1	2	nt	nt
COc1cccc(-c2cnc3c(c2)C(=O)N([C@@H](C)CO)C[C@H](C)[C@@H](CN(C)Cc2ccc(C(=O)O)cc2)O3)c1	-4	-1	-0.8	2	2	-4	-9	0.0
COc1cccc(CNC(=O)c2ccc(N3CCOCC3)c([N+](=O)[O-])c2)c1	-4	-6	0.2	-3	0	3	2	0.0
CC1(C(=O)NS(=O)(=O)c2ccc(Cl)cc2)CCN1C(=O)CC1CC1 (configuration not stated)	5	13	-0.2	-2	5	2	-7	0.0
Cc1ccc(C(=O)Nc2nc(=O)[nH]s2)cc1	nt	-3&-11	0.0&0.0	2&2	3&-5	10&-1	nt	nt
Cc1ccc2c(CC(=O)NNC(=O)c3ccccc3O)coc2c1	0	-15	0.1	-2	-2	-4	4	0.3
CCOC(=O)C1(C)CCN1C(=O)Cc1ccc(OC)cc1 (configuration not stated)	6	4	-0.1	26	0	-4	-2	0.0
COc1ccccc1N(C)S(=O)(=O)c1ccc(C(=O)OCC(N)=O)cc1	nt	-12	-0.1	7	-2	-3	nt	nt
COC(=O)c1cc(NC(=O)CSc2nc(C)cc(=O)[nH]2)cc(C(=O)OC)c1	8	0	nt	-8	-1	10	2	nt
CCC1Oc2ccccc2N(CC(=O)N2CCOCC2)C1=O (configuration not stated)	-7	-8	0.0	-9	-2	3	-1	nt
COc1ccccc1CNC(=O)C[C@@H]1CC[C@H]2[C@@H](COC[C@@H](O)CN2Cc2ccccc2)O1	-8	nt	0.5	nt	nt	nt	-1	-0.1
Cc1cc(NC(=O)c2cc(-c3cccs3)on2)no1	nt	-8	nt	6	5	-2	nt	nt
Oc1ccccc1N1CCN(CC(O)COCc2ccccc2Cl)CC1 (configuration not stated)	nt	-1	0.1	0	9	-3	nt	nt
CCC(=O)N1CC(=O)N2[C@H](C1)[C@@H](c1ccc(C#Cc3cccc(F)c3)cc1)[C@@H]2CO	nt	-4	-0.1	6	-1	4	nt	-0.5
CC(C)(C)c1ccc(C(=O)NNc2cc(N3CCOCC3)nc(N3CCOCC3)n2)cc1	nt	-30	-0.1	-6	-2	-4	nt	nt
COc1ccc(NC(=O)Nc2ccc3c(c2)CC(=O)N([C@@H](C)CO)C[C@H](C)[C@@H](CN(C)Cc2ccc(Oc4ccccc4)cc2)O3)cc1	-4	25	-1.2	-7	2	-1	-3	7.4
Cc1noc(C)c1S(=O)(=O)N(C)C[C@@H]1Oc2c(NS(=O)(=O)c3cccs3)cccc2C(=O)N([C@H](C)CO)C[C@@H]1C	nt	i	-0.9	-22	-10	-3	nt	-0.1

(continued)
SMILES	RAD54 inh	RAD52 inh	XiGFP reactiv	S100A4 inh HTS	ERp5 block	ERAP1 inh	esBAF inh	E-selectin induc
COc1ccc(CNC(=O)COC(=O)Cc2ccc(Cl)cc2Cl)cc1	nt	-25	0.2	1	-3	0	nt	1.3
CCCCNC(=S)N1CCN(C(c2ccccc2)c2ccccc2)CC1	nt	-13	0.0	-11	0	-1	nt	nt
NC(=O)C1CCCN(Cc2c(C(=O)N3CCc4ccccc4C3)nc3ccc(Cl)cn23)C1 (configuration not stated)	3	-27	-0.1	0	-1	-4	5	1.3
Cc1csc(=N)n1-c1ccc(Cl)cc1	8	-4	nt	-19	4	-2	63*	nt
O=C(NCC[C@@H]1CC[C@H](NS(=O)(=O)c2ccc(Oc3ccccc3)cc2)[C@@H](CO)O1)C1CC1	9	-1	-0.4	14	-8	2	16	0.4
O=C1NC[C@@H](CCCCN2C[C@H](Cc3ccccc3)N(CCC3CCCCC3)C(=O)C2=O)N(CC2CCCCC2)C1=O	nt	4	0.1	7	0	0	nt	nt
Cc1ccc(S(=O)(=O)N2CCOCC2)cc1C(=O)NC1CCCCCC1	-6	-8	-0.1	-1	5	-2	0	1.1
CC(=O)N1c2ccccc2NC2=C(C(=O)CC(C)(C)C2)C1c1cccn1C (configuration not stated)	4	-15	0.6	-4	-5	0	6	5.2
COc1cc(OC)c(OC)cc1CN1CCN(Cc2ccc(SC)cc2)CC1	nt	-8	0.0	2	-6	-1	nt	nt
Cc1ccc(S(=O)(=O)N(C)C[C@H]2OCCCC[C@H](C)Oc3ccc(NC(=O)Nc4cccc5ccccc45)cc3C(=O)N([C@@H](C)CO)C[C@@H]2C)cc1	-1	35	0.0	5	1	-2	-4	0.7
Cc1nc(Nc2ccccc2)c2oc3ccc(Cl)cc3c2n1	8	-15	0.1	-11	1	0	46	0.1
Cc1ccc(C)c(S(=O)(=O)N2CCCOC2CNC(=O)C(=O)NC2CC2)c1 (configuration not stated)	2	-4	0.0	-5	-3	3	-3	nt
COc1ccc2c(c1)[C@H]1[C@H](CO2)[C@H](c2ccccc2)[C@]2(C)C(=O)Nc3ccc(F)cc3C(=O)N12	-2	-14	0.1	0	3	-3	-7	0.6

Compound activity deposited in PubChem BioAssay by Broad Institute.
